# High-throughput results (PubChem)
# ABHD5-PLIN5 inh = ABHD5-PLIN5 interaction inhibitors, primary screen, cell lysate, split luciferase complementation, luminescence; actives 0.78% (n = 360,000); inhibition, % at 4 µM; Perilipin-5 (Homo sapiens) + 1-acylglycerol-3-phosphate O-acyltransferase ABHD5 (Homo …; AID 602281, 2012; Split G. princeps luciferase complementation, 4 h;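 active = inhibition above the mean inhibition across every tested compound plus 3 SD, cut at about 22% in these data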;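 note: 0% = DMSO only wells and the 100% control is not disclosed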
# Glyco luc inh = increase of ERlucT glycosylation luciferase signal, primary screen, N-linked glycosylation inhibitor project, D54 ERlucT cells, luminescence, set 2; D54 ERlucT glycosylation luciferase reporter, 24 h; percent of 100 nM tunicamycin response; reporter increase, % at 12.5 µM; actives 0.23% (n = 360,000); AID 588692, 2011;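 active = mean luciferase reporter signal, scaled so untreated is 0 and the glycosylation-blocking control 100, at or above a set limit in every replicate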;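 note: luciferase carries N-glycosylation sites so blocking glycosylation raises the light; 0% = median of neutral control wells and 100% = median of 100 nM tunicamycin wells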
# aDG glyco act = activators of alpha-DG glycosylation, primary screen, uHTS, Pro5-aDG cells, AlphaScreen; actives 0.22% (n = 360,000); activation, % at 10 µM; alpha-DG glycosylation AlphaScreen (IIH6); 0% Pro5, 100% B10-LARGE cell signal; AID 624168, 2012;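 active = activation of at least 8% versus controls, or a plate z-score of at least 8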;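 note: Pro5 are CHO cells carrying HIG-tagged alpha-DG that lacks glycosylation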
# MC4R ag barr = MC4R agonists recruiting beta-arrestin, primary screen, cell-based, luminescence, agonist arm of biased-ligand search. Melanocortin receptor 4 (Homo sapiens), P32245. U2OS MC4R beta-arrestin complementation; percent of melanotan II response, DMSO zero. activation, % at 8.9 µM. actives 0.98% (n = 360,000). AID 540308, 2011;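 active = activation above a per-plate cutoff, the mean activation of sample wells on that plate plus 3 SD, cut at about 8% in these data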
# NOD2 RIPK2 PPI = NOD2-RIPK2 binding disruptors in cells, primary screen, fluorescence, CHO cells, BLA complementation | CCF4 ratio | actives 0.38% (n = 360,000) | Receptor-interacting serine/threonine-protein kinase 2 (Homo sapiens), O43353 | inhibition, % at 4.98 µM; in the data active = inhibition above about 21%;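 note: 0% = vehicle only and 100% = reference blocker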
# Exocytosis inh = LAMP-1 surface exposure blockers, TALL-104 cells – cell-based, flow cytometry, MLPCN library, primary screen; TALL-104 LAMP-1 surface exposure; cells stimulated with thapsigargin and PMA; inhibition, % at 10 µM; actives 0.66% (n = 360,000); AID 651702, 2012;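 active = inhibition above about 55%, limit read from the data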
# Vif inh = HIV Vif self-association inhibitors, primary screen, imaging, HEK293T, single point; HEK293T cells, Vif self-association by quenched fluorescence, 24 h; inhibition, % at 7.49 µM; actives 0.35% (n = 340,000); in the data active = inhibition above about 50%, passing the limit was not always enough; note: some results filed as inactive read as strong as hits
# MC4R antagonist = MC4R antagonists of cAMP signaling, primary screen, cell-based, TR-FRET, antagonist arm of biased-ligand search; Melanocortin receptor 4 (Homo sapiens), P32245; MC4R-expressing cells, MTII-stimulated cAMP, LANCE TR-FRET; inhibition, % at 6.5 µM; actives 0.48% (n = 360,000); AID 540295, 2011;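 active = inhibition above its plate's cutoff, the mean of tested wells on that plate plus 3 SD, cut at about 29% in these data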;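 note: 0% = Melanotan II alone and 100% = Melanotan II plus saturating MCL0020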
#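 Assay system: U2OS-MC4R stable cell line; Also added: Melanotan II; Technique: Eu-cAMP/anti-cAMP TR-FRET, emission 671 nm; Times: 30-min compound, 1-h challenge, 1-h detection, room temperature.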
# ABCB6 inh 2 = ABCB6 transporter inhibitors, primary screen, K562-ABCB6 cells, flow cytometry, MLPCN library; K562-ABCB6 porphyrin accumulation, 1 h; hits give low values; fluorescence ratio to DMSO, % at 10 µM; actives 0.19% (n = 360,000); AID 602162, 2011;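 active = fluorescence ratio to DMSO below 75%, the collection mean minus 3 SD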;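 note: signal is porphyrin accumulated inside mitochondria; 100% equals median channel fluorescence of DMSO control wells; lower ratio means ABCB6 inhibition with less porphyrin fluorescence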
# Target sequence (Q9NP58 whole entry, looked up): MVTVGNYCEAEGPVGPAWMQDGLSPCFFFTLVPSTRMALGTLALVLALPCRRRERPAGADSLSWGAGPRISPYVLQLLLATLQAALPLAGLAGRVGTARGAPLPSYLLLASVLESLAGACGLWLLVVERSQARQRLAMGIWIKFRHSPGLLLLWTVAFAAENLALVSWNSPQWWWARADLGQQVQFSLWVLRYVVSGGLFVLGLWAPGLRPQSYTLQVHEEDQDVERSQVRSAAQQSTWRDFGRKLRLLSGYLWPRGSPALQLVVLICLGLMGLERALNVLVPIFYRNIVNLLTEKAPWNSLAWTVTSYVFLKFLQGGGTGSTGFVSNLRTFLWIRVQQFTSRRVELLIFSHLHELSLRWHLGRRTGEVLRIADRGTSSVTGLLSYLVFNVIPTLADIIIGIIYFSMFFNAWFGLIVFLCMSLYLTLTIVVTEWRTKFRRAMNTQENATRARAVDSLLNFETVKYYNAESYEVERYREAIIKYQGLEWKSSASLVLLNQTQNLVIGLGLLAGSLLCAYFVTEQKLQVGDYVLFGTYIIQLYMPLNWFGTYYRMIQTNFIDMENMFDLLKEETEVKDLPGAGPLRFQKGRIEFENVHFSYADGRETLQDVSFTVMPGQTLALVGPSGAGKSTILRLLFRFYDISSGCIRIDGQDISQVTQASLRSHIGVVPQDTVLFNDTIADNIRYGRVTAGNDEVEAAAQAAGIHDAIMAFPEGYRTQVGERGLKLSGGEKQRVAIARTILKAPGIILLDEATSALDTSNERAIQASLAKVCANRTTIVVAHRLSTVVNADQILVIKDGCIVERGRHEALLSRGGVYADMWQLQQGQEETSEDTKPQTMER
# TLR9-MyD88 inh = inhibitors of TLR9-MyD88 association in cells, primary screen, cell-based, CHO, BLA complementation, fluorescence; CCF4 FRET ratio; inhibition, % at 4.98 µM; actives 0.21% (n = 340,000); AID 504734, 2011;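 active = inhibition above the mean over all tested compounds plus 3 SD, cut at about 21% in these data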;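 note: 0% = DMSO only wells and 100% = clavulanate BLA inhibitor control wells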
# The depositor's hits bear a star; . = no result given; & = joins results of further samples; ! = repeats disagree.
SMILES,ABHD5-PLIN5 inh,Glyco luc inh,aDG glyco act,MC4R ag barr,NOD2 RIPK2 PPI,Exocytosis inh,Vif inh,MC4R antagonist,ABCB6 inh 2,TLR9-MyD88 inh
Cc1ccnc(NC(=O)CCCOc2cc(=O)n(C)c3ccccc23)c1,0&4,26*!,-0.4&-0.6,-0.9&-1.8,-4&2,1&3,97*,0&8,100&104,-5
COc1cc(OC)cc(C(=O)NC2CCCCCCC2)c1,0,-2,0.1,-0.4,-1,-1,-13,10,99,6
CCOc1ccccc1C1CC(c2cccc(NS(C)(=O)=O)c2)=NN1C(=O)c1ccccc1 (stereo not given),-11,5,-0.3,-2.3,10,-2,12,5,85,-3
CCCN(CC(=O)Nc1ccccc1OC)C(=O)c1ccc(S(=O)(=O)NCc2ccco2)cc1,-5,0,0.2,-3.5,-13,-4,-5,4,87,-2
COc1ccccc1C(=O)N1CCN(C(=O)c2oc3c(C)c(C)ccc3c2C)CC1,4,-2,-0.1,0.6,-9,3,-8,7,97,-14
CC(C)Cc1ccc(S(=O)(=O)Nc2cccnc2)cc1,-4,-2,0.2,0.1,-6,-6,6,-1,100,-9
COc1ccc(C(=O)Nc2nnc(C3=COCCO3)o2)cc1OC,-6,.,0.1,1.1,-1,-4,.,-3,89,-6
COc1cc(Cl)c(C)cc1NC(=O)COC(=O)c1cc[n+]([O-])cc1,0,2,1.9,0.2,-10,8,-2,12,98,2
CC(C)(C)c1ccc(C(=O)N2CCCN(C(=O)c3ccc(C(C)(C)C)cc3)CC2)cc1,2,0,0.3,-1.7,0,-7,-4,-1,100,3
Cc1ccc(CSc2nnc(-c3ccco3)n2N)cc1,0,9,-0.3,-1.4,1,3,-5,3,96,-6
CCn1c2ccccc2c2cc(NC(=O)COC(=O)c3cccc(S(=O)(=O)NC)c3)ccc21,-2,24,-0.2,-0.6,-13,-5,-4,22,97,-1
C[C@@H](OC(=O)c1[nH]cnc1C(=O)N1CCc2ccccc2C1)c1ccccc1,-8,3,-0.1,1.2,-1,-3,5,3,101,2
COc1ccc(-n2nc(C(=O)NCC(=O)Nc3cccc(Cl)c3)c3ccccc3c2=O)cc1OC,8,4,-0.2,-1.7,2,-7,53*,5,95,-1
CCOc1ccccc1C(=O)NCCCCNC(=O)c1ccccc1OCC,5,-1,0.3,-1.5,-1,0,10,-16,95,-4
CCOc1ccc(OCCC(=O)OC(C)C(=O)Nc2ccc(C(C)=O)cc2)cc1 (stereo not given),-2,1,0.4,1.8,5,-3,.,11,95,-1
Cc1ccc(C(=O)OCC(=O)c2c[nH]c3ccccc23)cc1S(=O)(=O)N1CCCCC1,-1,-10,-0.3,-1.4,-7,-1,-10,4,70*,8
C=C(C)CNC(=S)N/N=C1\CCCCc2ccccc21,-6,-2,0.8,-2.0,2,-1,-3,2,95,-2
Cc1c(C(=O)Nc2ccc3c(c2)OCCO3)cnn1C,-4,-10,0.9,0.9,-16,-2,15,0,96,-5
CCN(c1ccccc1)S(=O)(=O)c1ccc(OC)c(NC(=O)CN2C(=O)NC(C)(C)C2=O)c1,-11,-3,-0.1,0.6,1,1,4,9,95,-9
COC(=O)C1=C(Nc2ccccc2NC(=O)c2ccccc2C(=O)O)CSC1,-14,1,0.1,-1.1,-5,2,-2,-5,95,-7
Cc1cc(OCC(O)CN2CCc3ccccc3C2)ccc1Cl (stereo not given),0,1,0.1,0.0,-1,3,-1,-4,93,0
O=C(c1cccc(COCC(F)(F)C(F)F)c1)N1CCN(c2ccccc2)CC1,-4,-1,0.0,-0.5,-2,-8,7,1,92,-10
Cc1ncoc1C(=O)N1CCc2c([nH]c3ccccc23)C1c1ccccc1F (stereo not given),2,1,0.3,-2.8,-1,6,11,1,107,1
CN(C)/C=C(\C#N)C(=O)c1cccnc1Oc1ccc(F)cc1F,1,4,-0.3,-1.9,1,-2,19,-8,100,7
Cc1ccc(NC(=O)C2CCCN2C(=O)OCc2ccccc2)c(C)c1 (stereo not given),-7,0,-0.1,-2.2,-2,-1,2,4,91,3
O=C(c1ccccc1F)c1cc2c(cc1[N+](=O)[O-])OCCO2,1,0,0.1,-2.5,1,-2,2,3,100,-8
NC(=O)c1c(NC(=O)c2ccc(F)cc2)sc2c1CCC2,-2,-6,-0.1,-0.9,-2,2,-4,4,97,2
Cn1c(C(=O)N2CCOCC2)cc2c(=O)n3ccccc3nc21,-8,1,-0.3,-1.6,8,-3,0,4,105,-5
CCc1sc(NC(C)=O)nc1-c1ccccc1,5,5,0.3,0.8,1,-5,-6,-6,97,-3
CC(=O)Nc1ccc(S(=O)(=O)N[C@H](C(=O)O)C(C)C)cc1,1,1,-0.1,0.3,11,0,21,5,87,-7
Cc1ccc(C)c(NCC(O)c2ccccc2)c1 (stereo not given),1,0,0.5,-1.2,-9,-3,-3,16,97,-8
CN(C(=O)CSc1nc2[nH]ncc2c(=O)[nH]1)c1ccccc1,2,-1,0.0,-0.2,-2,-1,-6,2,99,4
C[C@@H]1CN([C@@H](C)CO)C(=O)c2cc(Br)cnc2O[C@@H]1CN(C)Cc1cncnc1,-1,1,0.1,-0.7,-10,8,.,5,103,-2
Cc1ccc(-c2csc(N3CCN(CCCn4c(C(F)(F)F)nc5ccccc54)CC3)n2)cc1,-12,-1,0.5,-0.6,-10,-5,1,-5,93,-2
Cc1cc(OCCCCn2ccnc2)cc(C)c1Cl,8,-2,2.4,0.8,-8,-4,7,5,99,-7
OCCC1CN(CCCn2cccn2)CCN1Cc1ccccc1 (stereo not given),5,-2,-0.2,-0.7,-2,8,9,2,96,-6
Cn1c(SCC(=O)NC2CCCCC2)nnc1-c1cc2cc(Cl)ccc2o1,-3,-1,3.1,-1.3,4,-1,-3,5,95,6
C#Cc1cccc(NC(=O)Cc2cccs2)c1,4,-2,-0.1,-1.7,-9,-8,3,-3,105,-5
CC(C)NC(=O)C1(C)CCN1C(=O)C1(c2ccccc2)CC1 (stereo not given),-4,-2,0.0,-0.8,-12,-6,-11,1,96,.
CC1CCCC(NC2CCCCNC2=O)C1 (stereo not given),5,5,-0.1,-0.2,-17,19,0,5,97,-15
FC(F)(F)c1cc(-c2ccco2)nc(NCCc2ccccc2)n1,12,-2,0.1,1.5,3,10,-3,6,97,-5
Cc1ccc(S(=O)(=O)N2CCN(CN3C(=O)CC4(CCCC4)C3=O)CC2)cc1,1,1,0.2,-3.0,1,-2,9,13,101,-9
CCCCCCCCN1C(=O)[C@H](CC(=O)N2CCCCC2)C[C@@]2(C(=O)OCC)CCCC=C12,0,.,-0.1,.,3,3,.,.,98,.
CCOC(=O)c1cc(NC(=O)c2ccc(Cl)cc2)c(=O)n2c1oc1ccc(Cl)cc12,-28,2,-0.1,1.9,-5,3,5,15,103,-5
COc1ccccc1CNC(=O)COC(=O)Cc1cccc(F)c1,-4,-1,-0.1,-1.1,4,0,-3,-1,99,-3
O=C(NCCCN1CCOCC1)c1ccco1,6,1,-0.3,-2.1,1,1,8,15,102,1
Cc1cccc(NC2=NCC(=O)N2Cc2ccccc2)c1,-2,1,0.1,1.8,-7,0,-1,13,100,-2
CCOC(=O)c1c(C)[nH]c(C(=O)N/N=C\c2ccccc2Cl)c1C,-12,-2,0.2,4.9,6,-1,-6,-1,97,10
CCOc1nc(-c2ccccc2Cl)nc2ccccc12,2,-2,-0.1,2.0,-23,6,3,5,98,.
Cc1cccc([C@@H]2[C@@H]3C(=O)N(Cc4ccccc4)C(=O)[C@@H]3[C@]3(C)C(=O)N(c4cccc(Cl)c4)C(=O)N23)c1,-2,-2,-0.3,-0.4,2,-5,11,6,94,-9
O=C(NCCOc1ccc(Cl)cc1)c1ccco1,-7,1,-0.1,1.1,-10,8,-1,6,102,-4
O=[N+]([O-])c1ccccc1S(=O)(=O)N1CCN(Cc2cc3c(cc2O)OCO3)CC1,22,-2,-0.2,-4.2,1,11,-3,3,94,2
NNC(=O)[C@@H]1C[C@@H]1c1ccccc1,-6,-1,-0.2,-0.1,4,-8,-8,15,103,8
Cc1ccc(C(=O)N/N=C\c2cccnc2)s1,-2,2,0.2,-2.2,-5,1,8,3,99,-9
CSc1nnc(NC(=O)C23CC4CC(CC(C4)C2)C3)s1,-6,0,0.1,-1.6,4,2,1,12,104,2
CCc1ccc(/C=C2\SC(=S)N(CCC(=O)N3CCN(C)CC3)C2=O)cc1,20,0,0.2,1.6,4,32,5,-10,105,7
Cc1nn(C)cc1/C=N/NC(=O)Cn1cncn1,-6,0,-0.2,0.3,0,-5,-3,18,104,.
CC(C)(C)c1cnnn1-c1ccc(C(=O)CCl)cc1,3,.,0.0,-0.9,3,-2,.,12,99,-2
O=C(CCc1ccccc1)Nc1nc2n(n1)C(c1ccc(Cl)cc1)CC(=O)N2 (stereo not given),6,0,0.0,-0.9,-9,4,.,14,98,-2
O=c1nccc(SCc2ccc(Cl)cc2Cl)[nH]1,-6,0,0.2,-0.9,5,-7,-1,16,98,-3
# (list continues)
SMILES,ABHD5-PLIN5 inh,Glyco luc inh,aDG glyco act,MC4R ag barr,NOD2 RIPK2 PPI,Exocytosis inh,Vif inh,MC4R antagonist,ABCB6 inh 2,TLR9-MyD88 inh
CC1(C(=O)NCc2ccccc2)CCC(=O)N1CCc1c[nH]c2ccccc12 (stereo not given),-1,2,-0.1,.,-9,0,.,.,90,.
COc1cc(Cl)c(S(=O)(=O)N2CCOCC2)cc1Cl,6,0,0.1,0.5,-5,-2,3,6,98,-12
CCOc1ccc(CC(=O)N2CCN(c3ccc(N4CCOCC4)nn3)CC2)cc1OCC,2,2,-0.3,-0.7,10,-4,-5,5,100,0
COc1ccc(-c2cnc3c(c2)CCC3(C#N)C#N)cc1,7,14,0.0,1.2,18,6,8,-18,101,7
CC1Cc2ccccc2N1C(=O)CCn1cccn1 (stereo not given),-6,1,0.3,-2.7,2,0,-3,2,99,5
CCn1cc(S(=O)(=O)NCc2ccc3c(c2)OCO3)cn1,-3,0,-0.1,-4.5,-8,-2,11,3,96,-2
COC(=O)c1c(C)oc(C)c1S(=O)(=O)Nc1ccccc1,-4,4,0.2,1.9,0,-2,-3,12,104,1

# This is a subset; the hit share may differ from the screen's.
